HCT116 bCat-KO = primary screen for growth suppressors in beta-catenin knockout HCT116 cells (colon tumor, human); hit rate 1.5% among 140,000; viability, % at 10 µM; HCT116 beta-catenin knockout viability, CellTiter-Glo, 60 h; hits give low values; AID 818, 2007;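 active = viability at or under a set limit, the compound median less 4 SD, cut at about 6% in these data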;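 also: 0% = Hyamine 1622 control at 20 µM and 100% = untreated cell control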
Yeast lifespan up = compounds extending yeast replicative lifespan, primary screen, S. cerevisiae, OD615 | S. cerevisiae growth with nicotinamide; deaD strain in restrictive glucose medium | AID 775, 2007 | hit rate 0.68% among 130,000 | inhibition of the nicotinamide effect, % at 10 µM;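 active = inhibition above a set limit, placed 3 SD over the median of all compounds, cut at about 26% in these data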;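 also: 0% = nicotinamide-treated wells and 100% = cells grown without nicotinamide; some compounds called inactive have numbers as strong as hits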
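System: Modified budding yeast, DeaD strain | Buffer or medium: Restrictive glucose medium | Also added: 1.5 mM nicotinamide | Doses: 10 µM single point, 0.25% DMSO | Schedule: 48 h compound exposure at 30 °C, humidified | Detection: Absorbance at 615 nm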
NPY Y2 blocker = NPY-Y2 receptor antagonists, primary screen, cell-based; NPY-Y2 expressing cells, antagonist mode; inhibition, % at 2.7 µM; hit rate 0.99% among 140,000; in the data active = inhibition above about 17%;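 also: 0% = vehicle with agonist challenge and 100% = reference antagonist with challenge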
Target sequence (P49146 whole entry, looked up): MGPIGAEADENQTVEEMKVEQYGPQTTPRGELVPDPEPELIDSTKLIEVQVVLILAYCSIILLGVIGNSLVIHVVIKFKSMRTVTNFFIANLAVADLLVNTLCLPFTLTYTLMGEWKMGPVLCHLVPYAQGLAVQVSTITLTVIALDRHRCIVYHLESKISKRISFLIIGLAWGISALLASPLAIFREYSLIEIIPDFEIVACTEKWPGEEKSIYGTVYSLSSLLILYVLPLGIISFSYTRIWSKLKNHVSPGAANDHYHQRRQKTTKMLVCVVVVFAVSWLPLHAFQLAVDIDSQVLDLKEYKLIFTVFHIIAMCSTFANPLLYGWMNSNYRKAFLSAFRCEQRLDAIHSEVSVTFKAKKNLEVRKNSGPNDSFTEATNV
BB579 growth dn = growth inhibitors of yeast BB579 in restrictive medium, primary screen, yeast lifespan-shortening project, S. cerevisiae; AID 804, 2007; hit rate 0.51% among 140,000; inhibition, % at 10 µM; OD615, 48 h;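 active = inhibition above a set limit, 3 SD over the mean compound inhibition, cut at about 44% in these data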; also: inactives centre near -24
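test system = yeast BB579 (DeaD) | buffer or medium = restrictive CSMM-D medium | doses = single compound dose of 10 µM, 0.25% DMSO final | times = 4 h preincubation and 48 h exposure at 30 °C | technique = culture absorbance at 615 nm | benchmarks = amphotericin B 10 µg/mL, positive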
E-sel TNF inh = E-selectin induction blockers in HUVEC – imaging, immunofluorescence, high content, primary screen | HUVEC TNFa-induced E-selectin immunofluorescence | inhibition, % at 2 µM | hit rate 0.71% among 120,000 | AID 1246, 2008;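 active = inhibition above the batch mean plus 3 SD, and confirmed as a hit on visual image review, cut at about 43% in these data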;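 also: 0% = TNF-stimulated DMSO wells and 100% = unstimulated control wells; not every result past the cut was called active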
Measles CPE = compounds protecting cells from measles virus cytopathic effect, primary screen, measles RdRp inhibitor project, single point, MLSMR library, absorbance | Measles virus-infected cells, CPE protection | protection (pct of control), % at 4 µM | hit rate 1.5% among 140,000; in the data active = protection mostly above about 24%, no sharp cut-off; inactive = mostly below about 26%; also: some compounds called inactive have numbers as strong as hits
Phagocyt inh = inhibitors of macrophage phagocytosis, primary screen, imaging, J774A.1 cells, IgG beads; inhibition, % at 5 µM; J774A.1 macrophage IgG-bead phagocytosis; hit rate 0.07% among 110,000; AID 1029, 2008;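 active = inhibition above the mean of the plate negative controls plus 5 SD, cut at about 13% in these data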;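 also: phagocytic index as fraction of beads internalized from green versus red external bead signal; plate controls were DMSO negative control for no effect and cytochalasin-D positive control for full effect; some results beyond the cut were filed as inactive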
MRP-1 activ = H69AR viability gain despite doxorubicin, primary screen, MRP-1 activator project, H69AR cells, CellTiter-Glo; AID 799, 2007; hit rate 0.61% among 140,000; viability rescue; viability increase, % at 10 µM;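 active = viability gain under doxorubicin at or above a set limit, the compound median plus 3 SD, cut at about 4.7% in these data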;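 also: MRP-1 overexpressing cells given doxorubicin 25 µM after compound pretreatment; 18-22 h compound pretreatment then 72 h with doxorubicin before readout; 0% = doxorubicin-only wells and 100% = vehicle-treated cells without doxorubicin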
GALR2 blocker = GALR2 antagonists in receptor-expressing cells, primary screen; inhibition, % at 4 µM; AID 828, 2007; hit rate 0.39% among 140,000; Galanin receptor type 2 (Homo sapiens), O43603; antagonist mode; in the data active = inhibition above about 27%;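 also: cells stimulated with galanin 1-16 at roughly its EC80; 0% = agonist challenge control and 100% = basal control without agonist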
Target sequence (O43603 whole entry, looked up): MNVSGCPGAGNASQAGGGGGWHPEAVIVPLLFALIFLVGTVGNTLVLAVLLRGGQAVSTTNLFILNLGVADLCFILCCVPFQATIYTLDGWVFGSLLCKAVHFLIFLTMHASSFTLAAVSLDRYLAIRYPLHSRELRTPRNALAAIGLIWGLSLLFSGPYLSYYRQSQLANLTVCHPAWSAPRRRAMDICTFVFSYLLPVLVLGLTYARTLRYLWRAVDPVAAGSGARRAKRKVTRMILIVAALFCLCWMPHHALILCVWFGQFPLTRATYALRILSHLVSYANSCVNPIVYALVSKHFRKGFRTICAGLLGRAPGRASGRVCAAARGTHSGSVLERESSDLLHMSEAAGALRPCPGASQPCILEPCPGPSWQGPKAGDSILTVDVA
PTEN del growth = growth suppression of PTEN-null HCT116, primary screen, cell-based, CellTiter-Glo. AID 827, 2007. hit rate 1.2% among 140,000. HCT116 PTEN-null viability, 60 h; hits give low values. viability, % at 10 µM;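 active = viability at or below a set limit, 4 SD under the median of all tested compounds, cut at about 3.7% in these data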;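 also: PTEN knockout HCT116 line with beta catenin targeted HCT116 as companion control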
Numbers without * were called inactive; nt = no result given; & = joins results of further samples.

A first look, 12 compounds:
SMILES	HCT116 bCat-KO	Yeast lifespan up	NPY Y2 blocker	BB579 growth dn	E-sel TNF inh	Measles CPE	Phagocyt inh	MRP-1 activ	GALR2 blocker	PTEN del growth
O=C1CSC(c2ccccc2)N1c1nc(-c2ccc(Cl)cc2Cl)cs1 (stereo not given)	76	15	0	-46	-3	11	nt	0.2	7	66
O=C(COC(=O)c1ccc(S(=O)(=O)N2CCOCC2)cc1)NC1CCCCCC1	95	-11	0	-41	8	7	0	-0.5	5	95
CCOC(=O)c1cnc(-c2ccccc2)nc1Oc1cccc(Cl)c1	85	-3	-1	-35	22	17	nt	-1.4	9	89
O=C(c1cccs1)N1CCN=C1SCc1cccnc1	100	-6	-4	-16	7	9	-1	1.3	5	99
CN(C)c1ccc(P(=O)(Nc2ccc([N+](=O)[O-])cc2)N2CCOCC2)c(NC(=O)c2cccs2)c1 (stereo not given)	62	-4	2	-47	1	15	-7	-4.6	-2	54
COC(=O)CNC(=O)Cc1c(F)cccc1Cl	96	-11	1	-15	6	16	0	0.1	8	100
Cc1noc(/C=C/NCc2cccnc2)c1S(=O)(=O)N(C)CC(=O)N1CCc2ccccc21	90	-5	0	-9	6	8	0	-3.6	13	88
CN(C)C(=C(C#N)C#N)N1CCN(c2ccc(Cl)c(Cl)c2)CC1	80	-22	0	-10	-12	10	nt	-0.7	-5	72
CCOC(=O)CSc1nnc(NC(=O)c2cccc([N+](=O)[O-])c2)s1	93	0	-1	-9	-5	26	-9	-0.9	0	99
O=C(c1cccs1)n1nc(NCc2ccccc2)nc1NCc1ccccc1	77	1	4	-5	-3	2	-8	-0.1	-8	75
O=C(O)C1C2C=CC(O2)C1C(=O)Nc1ccccc1C(F)(F)F (stereo not given)	91	-3	1	-14	-15	14	-1	1.2	4	112
C=CCSc1nnc(-c2ccccc2NC(=O)CC)c(=O)[nH]1	91	-4	-2	-32	1	7	-1	-1.5	9	94

All compounds of this part, previewed entries included:
SMILES	HCT116 bCat-KO	Yeast lifespan up	NPY Y2 blocker	BB579 growth dn	E-sel TNF inh	Measles CPE	Phagocyt inh	MRP-1 activ	GALR2 blocker	PTEN del growth
O=C1CSC(c2ccccc2)N1c1nc(-c2ccc(Cl)cc2Cl)cs1 (stereo not given)	76	15	0	-46	-3	11	nt	0.2	7	66
O=C(COC(=O)c1ccc(S(=O)(=O)N2CCOCC2)cc1)NC1CCCCCC1	95	-11	0	-41	8	7	0	-0.5	5	95
CCOC(=O)c1cnc(-c2ccccc2)nc1Oc1cccc(Cl)c1	85	-3	-1	-35	22	17	nt	-1.4	9	89
O=C(c1cccs1)N1CCN=C1SCc1cccnc1	100	-6	-4	-16	7	9	-1	1.3	5	99
CN(C)c1ccc(P(=O)(Nc2ccc([N+](=O)[O-])cc2)N2CCOCC2)c(NC(=O)c2cccs2)c1 (stereo not given)	62	-4	2	-47	1	15	-7	-4.6	-2	54
COC(=O)CNC(=O)Cc1c(F)cccc1Cl	96	-11	1	-15	6	16	0	0.1	8	100
Cc1noc(/C=C/NCc2cccnc2)c1S(=O)(=O)N(C)CC(=O)N1CCc2ccccc21	90	-5	0	-9	6	8	0	-3.6	13	88
CN(C)C(=C(C#N)C#N)N1CCN(c2ccc(Cl)c(Cl)c2)CC1	80	-22	0	-10	-12	10	nt	-0.7	-5	72
CCOC(=O)CSc1nnc(NC(=O)c2cccc([N+](=O)[O-])c2)s1	93	0	-1	-9	-5	26	-9	-0.9	0	99
O=C(c1cccs1)n1nc(NCc2ccccc2)nc1NCc1ccccc1	77	1	4	-5	-3	2	-8	-0.1	-8	75
O=C(O)C1C2C=CC(O2)C1C(=O)Nc1ccccc1C(F)(F)F (stereo not given)	91	-3	1	-14	-15	14	-1	1.2	4	112
C=CCSc1nnc(-c2ccccc2NC(=O)CC)c(=O)[nH]1	91	-4	-2	-32	1	7	-1	-1.5	9	94
C=CCN=C(NC#N)SCC(=O)c1cccc(OC)c1	51	-19	0	-22	28	3	-1	-1.4	-15	30
CC(O)CNc1nc2c(c(=O)n(C)c(=O)n2C)n1CCc1ccccc1 (stereo not given)	72	-5	-1	-18	7	10	-2	0.0	0	79
CCCn1c(=O)[nH]c(=O)c2c1nc(-c1ccccc1)n2CCN1CCOCC1	106	57*	1	2	21	9	2	0.2	-17	98&97
CCN(CC)c1ccc(C2CC(=O)NC3=C2C(=O)CC(C)(C)C3)cc1 (stereo not given)	92	-5	1	-62	nt	17	0	-1.3	9	92
CCN1CCCC1CNCc1cccc(OC)c1OCc1ccccc1 (stereo not given)	88	8	12	-40	nt	1	-3	-2.4	-7	99
Cc1ccc(-c2csc(NC(=S)NC(=O)/C=C/c3ccco3)n2)cc1	8	17	-3	-28	-9	5	-7	-5.9	-4	12
COc1cc(CNn2nnnc2N)cc(Br)c1OCC(=O)NC(C)(C)C	95	-10	2	0	-10	7	0	-0.6	-2	98
CC1(C)SC(=S)N(NC(=O)Nc2ccccc2)C1N(O)C(=O)Nc1cccc2ccccc12 (stereo not given)	85	-5	-4	-12	nt	9	-7	-5.1	-4	81
Fc1cccc(Cl)c1Cc1noc(/C=C/c2ccccc2)n1	105	-22	6	-56	19	21	0	-1.9	0	88
CCN(CC)S(=O)(=O)c1cc(-c2nnc(-c3ccc(Br)cc3)o2)ccc1Br	45	nt	3	-10	4	5	nt	2.9	-1	66
COC(=O)c1sc2ncn(-n3c(C)ccc3C)c(=O)c2c1C	97	85*	0	-73	20	6	-1	-0.8	7	100
Cc1ccc(Cn2c(C(=O)O)cc3sccc32)cc1	86	26*	2	-34	4	7	-3	-3.2	-2	94
COCC(=O)n1nc(NCc2ccc(OC)cc2)nc1NCc1ccc(OC)cc1	92	-12	7	-13	14	5	-3	2.1	-6	97
O=C(Nc1cc(C(F)(F)F)ccc1N1CCOCC1)c1cn2ccccc2n1	103	-19	4	-32	14	17	2	-4.5	7	100
Cn1c(=O)oc2cc(S(=O)(=O)N3CCCC(C(=O)N4CCn5c4nc4ccccc45)C3)ccc21 (stereo not given)	77	-8	-2	-14	5	14	-1	0.8	6	79
Cc1cc(C)c2cc(C(O)c3nnnn3Cc3ccccc3)c(=O)[nH]c2c1 (stereo not given)	104	-20	-1	-23	4	2	-2	-3.9	10	105
CCCOP(=O)(OCCC)C(Nc1cccc(C(F)(F)F)c1)c1ccc(C)cc1 (stereo not given)	30	-3	13	-45	-39	5	2	-2.0	7	32
COc1cc2c(cc1OC)CN(Cc1nc3ccsc3c(=O)[nH]1)CC2	91	-5	1	-65	15	18	0	-0.1	1	102
Cc1cccc(NCc2ccccc2O)c1	90	-16	5	8	-16	25	1	-1.5	-7	93
COc1ccc2c(=O)cc(C(F)(F)C(F)(F)F)oc2c1	99	-10	-1	-24	12	4	0	-0.1	11	116
COc1ccc(C(C(C(=O)c2cccs2)N2CCOCC2)N2CCOCC2)cc1OC (stereo not given)	78	-3	2	-3	-15	10	1	-1.6	2	86
CC(=O)Nc1c(C(=O)O)oc2ccc(Cl)cc12	96	-2	4	-35	-10	14	2	-1.3	11	84
Cc1cnc(NC(=O)CN(C)S(=O)(=O)c2ccc(Cl)cc2)s1	96	2	2	-25	-10	3	0	-0.7	2	103
CSc1ncccc1C(=O)Nc1nc2ccc(Oc3ccccc3)cc2s1	77	-7	-2	-17	nt	18	0	4.8*	-8	70
COc1ccc(C(C(=O)NC2CCCCC2)N(C(=O)CCl)c2ccc(Cl)cc2)cc1 (stereo not given)	1.8*	15	0	-23	nt	2	-9	-5.4	8	1.8*
O=S1(=O)N=C(N2CCN(c3ccc(F)cc3)CC2)c2ccccc21	101	-4	5	-34	7	3	0	-0.9	-9	109
CCN1CCN(C(=O)N[C@@H](C(=O)N[C@@H]2C(=O)N3[C@@H]2SC(C)(C)[C@@H]3C(=O)O)c2ccccc2)C(=O)C1=O	107	1	-1	-23	nt	12	nt	-1.1	11	104
NC(=O)c1ccc(N2CCCCC2)c(N2C(=O)C3C4C=CC(C4)C3C2=O)c1 (stereo not given)	92	-6	-1	-29	nt	20	-1	-3.2	-13	87
CCOC(=O)N1CCN(C(=O)c2ccc(Cn3c(=S)[nH]c4cc5c(cc4c3=O)OCO5)cc2)CC1	84	-4	4	-30	-4	12	nt	-2.2	13	79
CS(=O)(=O)N(CC(=O)N1CCCCCC1)c1ccccc1	104	-2	2	-11	13	13	-2	0.5	3	109
CC1CCN(CCCNC(=O)c2cc3sccc3n2C)CC1	72	-21	5	14	-32	6	0	-3.4	-5	70
O=c1cc(CO)oc(C(Nc2ccccn2)c2ccsc2)c1O (stereo not given)	99	-4	0	-9	nt	26	0	-2.6	3	104
Cc1ccc(C)c(NC(=O)c2cc3c([nH]c4ccccc43)c(C)n2)c1	95	-11	2	-61	-47	4	nt	-2.5	-1	93
CCOC(=O)COc1cc(Br)c(C2NC(=O)NC(C)=C2C(C)=O)cc1OCC (stereo not given)	100	-7	2	0	-16	9	-1	-3.2	-14	103
O=C(O)c1cccc(S(=O)(=O)Nc2ccc3c(c2)OCO3)c1	96	nt	4	-27	-37	6	0	-2.4	11	93
Cc1[nH]c(=O)[nH]c(=O)c1S(=O)(=O)N1c2ccc(F)cc2CCC1C (stereo not given)	99	0	2	-38	-8	11	0	-1.5	0	85
Cc1ccc2c(SCC(=O)NCc3ccco3)nc(-c3ccc(F)cc3)nc2c1	81	-1	0	-19	2	4	0	-3.7	-8	70
COc1ccc2c(c1OC)C(=O)N1C(C(=O)O)Cc3c([nH]c4ccccc34)C21 (stereo not given)	89	-9	1	-16	-11	7	-1	-4.5	13	86
COc1cc(/C=C(\NC(C)=O)C(=O)NC(C)(C)C)ccc1OC(C)=O	86	3	0	-41	nt	10	-5	-0.2	-3	102
N#Cc1nc(COc2ccccc2)oc1N1CCC(Cc2ccccc2)CC1	78	6	13	-62	nt	3	-1	0.9	-12	75
Cc1ccc(S(=O)(=O)N2CCCC(C(=O)NCc3cccnc3)C2)cc1Cl (stereo not given)	93	-5	3	8	31	7	0	-2.1	-20	103
Cc1cccc(N2CCN(C(=O)C3CCN(c4nnc(-n5cccc5)s4)CC3)CC2C)c1 (stereo not given)	33	-11	5	-28	12	3	0	-4.1	-1	34
Cc1ccc(/C(N)=N/OC(=O)N2CCOCC2)cc1	71	-14	3	-31	-23	12	-3	-5.5	5	64
